Bioassay records deposited in PubChem BioAssay by several laboratories.
OX1R antag-1 = blocks the human orexin 1 receptor; O43613; CHO/OX1R cells, Fluo-8 calcium fluorescence, orexin A; inhibition, % at 5 µM; actives 0.43% (n = 330,000); AID 434989;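 active = inhibition above its plate's threshold, mean inhibition of all tested compounds on the plate plus 3 SD, cut at about 37% in these data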;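 also: 0% = orexin A challenge wells and 100% = SB-334867-A antagonist wells; not every result past the cut was called active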
Target sequence (O43613 whole entry, looked up): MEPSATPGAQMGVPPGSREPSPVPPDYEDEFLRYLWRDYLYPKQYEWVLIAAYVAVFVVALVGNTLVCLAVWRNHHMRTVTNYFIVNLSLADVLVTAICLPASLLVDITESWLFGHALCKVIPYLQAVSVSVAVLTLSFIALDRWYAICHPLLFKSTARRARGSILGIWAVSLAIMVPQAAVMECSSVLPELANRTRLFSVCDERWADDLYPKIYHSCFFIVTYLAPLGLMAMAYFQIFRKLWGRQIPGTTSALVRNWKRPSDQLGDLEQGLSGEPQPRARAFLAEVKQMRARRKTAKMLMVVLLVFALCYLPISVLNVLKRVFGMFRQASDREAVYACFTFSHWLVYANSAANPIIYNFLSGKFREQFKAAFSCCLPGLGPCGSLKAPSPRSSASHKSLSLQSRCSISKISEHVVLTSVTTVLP
OX1R antag-2 = OX1R (human) antagonism; O43613; OX1R-expressing cells, FRET antagonist read-out; inhibition, % at 6.6 µM; actives 1.8% (n = 330,000); AID 485270; in the data active = inhibition mostly above about 38%, no sharp cut-off; inactive = mostly below about 40%;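 also: 0% = agonist challenge alone and 100% = reference antagonist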
STK33 inh = inhibitors of human STK33 kinase. purified STK33, MBP phosphorylation, ADP-Glo luminescence. Q9BYT3. inhibition, % at 10 µM. actives 0.073% (n = 320,000);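 active = inhibition at or above 25%, using the most active replicate where run in duplicate; inactive = inhibition below 25%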
Target sequence (Q9BYT3 whole entry, looked up): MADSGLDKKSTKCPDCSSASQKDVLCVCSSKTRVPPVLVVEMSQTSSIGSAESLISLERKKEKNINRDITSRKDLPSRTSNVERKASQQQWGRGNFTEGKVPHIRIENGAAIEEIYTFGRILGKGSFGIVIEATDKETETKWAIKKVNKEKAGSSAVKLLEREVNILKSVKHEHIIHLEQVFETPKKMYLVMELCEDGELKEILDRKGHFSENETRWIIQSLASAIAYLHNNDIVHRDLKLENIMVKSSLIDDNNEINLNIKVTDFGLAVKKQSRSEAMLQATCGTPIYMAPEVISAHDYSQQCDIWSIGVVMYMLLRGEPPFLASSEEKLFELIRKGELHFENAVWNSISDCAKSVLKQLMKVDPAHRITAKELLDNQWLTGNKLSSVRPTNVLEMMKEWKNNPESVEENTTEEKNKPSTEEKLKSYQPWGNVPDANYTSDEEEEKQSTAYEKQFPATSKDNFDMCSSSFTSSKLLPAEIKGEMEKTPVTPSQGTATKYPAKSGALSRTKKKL
* hit, by the source's call; x = no result given.

structure | OX1R antag-1 | OX1R antag-2 | STK33 inh
Cc1ccccc1-n1cc(-c2ccc(Br)cc2)nc1SCC(N)=O | -39.9 | 9.5 | 1.7
CN(C(=O)COC(=O)c1ccccc1C(=O)N1CCN(c2ccccc2)CC1)c1ccccc1 | -19.7 | 17.7 | -0.7
O=C(O)C1=NOC(CNc2ncc(C(F)(F)F)cc2Cl)C1 (stereo not drawn) | -7.7 | 8.4 | 0.0
Cc1ccc2c(c1)N(C(=O)CCC(=O)NCC(C)c1ccccc1)CC(C)O2 (stereo not drawn) | -18.4 | 22.8 | -1.1
Cc1nnc(N)s1 | 2.0 | 26.5 | -2.2
O=C(CCCn1c(=O)[nH]c2ccccc2c1=O)N1CCN(c2ccccn2)CC1 | -19.1 | 10.7 | -0.1
O=C(N/C(=C/c1ccc(Br)cc1)C(=O)N1CCCC1)c1ccccc1F | -27.2 | 10.1 | -0.7
COc1ccccc1N1CCN(/N=C/c2ccc(O)c(O)c2)CC1 | -16.4 | 22.7 | 2.1
Cc1c(OCC(=O)NCC(O)c2ccccc2)ccc2c(-c3ccccc3)cc(=O)oc12 (stereo not drawn) | -16.9 | 18.5 | 0.8
CSCCC(NC(=O)c1ccccc1Br)C(=O)NC(C)CCc1ccccc1 (stereo not drawn) | -24.4 | 32.1 | 0.0
CN(C)c1ncc(S(=O)(=O)c2ccccc2)c(N)n1 | -5.2 | 5.9 | 0.1
Cc1nc(C)c(C)nc1C | 2.5 | 8.9 | -2.1

The listing continues.
structure | OX1R antag-1 | OX1R antag-2 | STK33 inh
COc1ccc(N(C)C(=O)c2cc3c(s2)-c2ccc(Cl)cc2S(=O)(=O)C3)c(OC)c1 | -20.9 | 13.0 | 2.9
Cc1ccc(C(=O)N2CCN(S(=O)(=O)c3sc(C(=O)O)c(C)c3C(=O)O)CC2)s1 | -1.3 | 0.8 | -0.2
O=C(OCC1OC(Oc2ccc(O)cc2)C(O)C(O)C1O)c1ccccc1 (stereo not drawn) | -7.9 | 10.1 | 1.8
Cn1c(=O)c2c(nc(N/N=C/c3ccncc3)n2Cc2ccccc2)n(C)c1=O | -26.8 | 11.5 | 1.9
CN(C(=O)COC(=O)c1cccc(S(=O)(=O)N(C)c2ccccc2)c1)C1CCCCC1 | 11.5 | 23.4 | -1.9
COc1cc(C(=O)Oc2c(OC)cc(C(=S)N3CCOCC3)cc2OC)cc(OC)c1OC | -13.2 | 15.5 | -2.6
CCc1nc2ccccc2c(C(=O)Oc2ccc(C(=O)OC)cc2)c1C | -64.9 | -3.9 | -0.8
O=C(N/C(=C/c1cccc([N+](=O)[O-])c1)C(=O)N1CCCC1)c1ccccc1 | -9.6 | 33.0 | 0.2
CCc1cc(=O)oc2c(CNCc3ccccc3F)c(O)c(Cl)cc12 | -14.6 | 3.2 | -0.2
NC(=Nc1ccccc1)NC(=O)c1nc(Cl)c(N)nc1N | 0.3 | 27.5 | 6.7
CCCCN(CC)CCNC(=S)Nc1ccc2nc(N3CCN(C)CC3)cc(C)c2c1 | -29.8 | 1.7 | -0.8
Cc1nc(-c2ccc(C(=O)Nc3ccc(F)cc3)cc2)cs1 | -8.0 | 11.0 | -1.2

(next part)
structure | OX1R antag-1 | OX1R antag-2 | STK33 inh
S=c1[nH]nc(COc2ccccc2)n1/N=C/c1ccccc1Br | -11.9 | 4.4 | -0.3
Cc1cc(C)n(-c2cc(Cl)cc(Cl)c2)c(=O)c1C#N | -29.9 | -2.6 | -0.5
CCCc1nn(C)c(C(=O)Nc2ccc(CC)cc2)c1Cl | -42.1 | 14.7 | x
O=C(CC1S/C(=N/N=C2CCCCCC2)NC1=O)Nc1ccccc1C(F)(F)F (stereo not drawn) | -9.6 | 8.7 | 0.1
O=C(O)CCc1ccc(-c2cccs2)n1NC(=O)c1ccc(Cl)cc1 | -4.8 | 14.8 | 0.5
O=C(Nc1cccc(S(=O)(=O)N2CCCC2)c1)c1ccco1 | -23.4 | 3.5 | 0.6
C=CCn1c(SCC(=O)NC(N)=O)nnc1-c1cc2c(s1)CCC(CC)C2 (stereo not drawn) | -47.1 | 16.1 | 1.1
CN(C)c1ccc(-n2cccc2/C=C/[N+](=O)[O-])cc1 | 2.0 | 47.0 | -1.1
CCn1cc(CN2CCC(n3nccc3NC(=O)c3ccc4c(c3)OCO4)CC2)c(C)n1 | -1.5 | 24.5 | -0.2
COc1cc(NC(=O)c2ccc(OCc3c(C)noc3C)c(OC)c2)cc(OC)c1 | 1.1 | 11.2 | 0.3
COc1ccc(-n2c(-c3cnccn3)n[nH]c2=S)cc1 | -6.7 | 2.0 | -0.1
CC(C)CC(CCc1ccccc1)OS(N)(=O)=O (stereo not drawn) | -4.2 | 18.2 | -0.3

More entries follow:
structure | OX1R antag-1 | OX1R antag-2 | STK33 inh
Cc1ccc(NCc2nc3ccccc3n2CCOc2ccccc2)cc1 | 2.0 | 4.2 | -1.9
COc1ccc(-c2ccc(CCC(=O)O)n2-c2ccc(O)cc2)cc1 | -6.8 | 8.6 | -0.1
CNCc1ccccc1Sc1ccc(OC)cc1 | -11.0 | 14.4 | x
CC(=O)c1c(C)[nH]c(C(=O)CN2C(=O)NC(C)(c3ccc4c(c3)OCO4)C2=O)c1C (stereo not drawn) | -9.7 | 26.2 | -0.3
Cc1ccc(CNc2ncc(-c3ccccc3)n2C)o1 | -14.4 | 13.5 | 0.1
Cc1cc2nc(C3CCCN(C(=S)Nc4ccccc4C)C3)[nH]c2cc1C (stereo not drawn) | 0.6 | 16.3 | -1.8
Cc1ccsc1C1C(C#N)=C(N)Oc2n[nH]c(C)c21 (stereo not drawn) | 0.5 | 11.7 | -2.1
CCOC(=O)N1CCC(NC(=O)c2cc(C(=O)NCC(OC)OC)ccc2CO)CC1 | -11.9 | 10.4 | -0.4
COc1ccc(C2/C=C\CN(C(=O)Nc3ccccc3)CC(=O)N2Cc2ccc(F)cc2)cc1 (stereo not drawn) | -24.8 | 20.3 | 2.4
CC(=O)c1ccc(NC(=O)N[C@@H](Cc2ccccc2)C(=O)O)cc1 | -9.9 | 9.4 | -0.9
COc1ccc(S(=O)(=O)N2CCC(C(=O)NCC3CCCO3)CC2)cc1Cl (stereo not drawn) | -14.1 | 13.8 | 0.6
Cc1nn(Cc2ccc(F)cc2)c(C)c1NC(=O)c1cnn2c1NC(c1ccccc1)CC2C(F)(F)F (stereo not drawn) | -5.8 | 5.0 | -3.0

The results go on:
structure | OX1R antag-1 | OX1R antag-2 | STK33 inh
Cc1ccc(NC(=O)CSc2ccc3c(c2)OCCO3)c(O)c1 | -1.5 | 37.6 | -3.3
O=C(Cc1ccccc1)NCc1n[nH]c(=S)n1-c1ccc(Br)cc1 | -7.1 | 5.0 | -0.5
S=C1SCN(CC2CC2)CN1CC1CC1 | -12.0 | 6.6 | 2.8
COc1ccc(CNC(=O)C[C@H]2C(=O)N(Cc3ccccc3)C[C@@H]2Cc2ccccc2)cc1 | -27.3 | 12.7 | -0.5
O=C(c1cc(S(=O)(=O)N2CCOCC2)ccc1F)N1CCN(Cc2ccccc2)CC1 | -21.0 | 11.6 | -0.5
Cc1ccc(NC(=O)c2ccc(OC(=O)c3ccco3)cc2)cc1 | -11.4 | 1.3 | -1.2
COc1ccc(Br)cc1/C=N/NC(=O)c1ccc(COc2ccc3c(c2)CCC3)o1 | -25.0 | -4.0 | -0.4
CC(=O)N1CCc2c(sc(NC(=O)CS(=O)(=O)c3ccc(F)cc3)c2C#N)C1 | -8.0 | 20.2 | x
CCn1cc(C(=O)NC(C)C2CC3CCC2C3)cn1 (stereo not drawn) | -1.0 | 13.5 | 0.9
O=C(NCc1cccs1)c1cc(S(=O)(=O)N2CCOCC2)ccc1N1CCCC1 | -11.8 | -0.8 | -2.2
O=S(=O)(/C=C/c1ccccc1)N1CCN(Cc2ccccc2)CC1 | -14.0 | 3.6 | -0.3
Cc1cccc(N(C(=O)c2snc(C(N)=O)c2N)C(C(=O)NCC2CCCO2)c2cccs2)c1 (stereo not drawn) | -27.6 | 9.2 | -1.1

Next compounds:
structure | OX1R antag-1 | OX1R antag-2 | STK33 inh
CCOC(=O)CN1C(=O)N[C@@H](c2cccc(F)c2)C(C(C)=O)=C1C | -15.8 | 26.8 | 0.8
Cn1c(N)c(C(=O)Nc2ccccc2)c(=O)[nH]c1=O | -20.7 | 22.9 | 0.7
O=[N+]([O-])c1ccc(N2CCN(c3ccccc3)CC2)nc1 | 0.5 | 17.9 | -0.5
COc1ccc(Br)cc1CN1CCN(C(=O)c2ccc(F)cc2)CC1 | -20.4 | 9.2 | -1.2
CCOc1cc(NC(=S)NCCCN2CCOCC2)c(OCC)cc1NC(=O)c1ccccc1C | -14.5 | 22.7 | 10.3
COc1ccc(S(=O)(=O)N(C)C[C@H]2Oc3ccc(NS(=O)(=O)c4c(C)noc4C)cc3C(=O)N([C@H](C)CO)C[C@@H]2C)cc1 | -30.1 | 7.0 | 0.2
C=CCn1c(SCC(=O)N2CCCC2)nc2scc(-c3cccs3)c2c1=O | -37.9 | 14.1 | 0.2
Cc1ccccc1N=Cc1c(O)n(-c2nccs2)c(=O)c2ccccc12 | -22.1 | 28.0 | 0.2
COc1ccc(C(=O)NCCSCc2ccc(C)cc2)cc1 | -20.0 | 8.7 | -1.4
Cc1ccc(C(=O)N2CCCC(Nc3ccc(F)cc3)C2)cc1C (stereo not drawn) | -23.4 | 21.4 | -1.1
CCOC(=O)C(NC(C)=O)(Nc1ccc(S(=O)(=O)Nc2nccs2)cc1)C(F)(F)F (stereo not drawn) | 3.3 | 15.8 | 0.9
CCN1CCN(c2ccc(S(=O)(=O)N(CC)CC)cc2[N+](=O)[O-])CC1 | -22.8 | 39.0 | -1.5

(list continues)
structure | OX1R antag-1 | OX1R antag-2 | STK33 inh
CC(C)CC1NC(=O)N(CC(=O)N2CCN(S(=O)(=O)c3ccc4ccccc4c3)CC2)C1=O (stereo not drawn) | -7.5 | 12.1 | -1.0
CCOc1ccccc1NC(=O)CN(c1ccc(OC)cc1)S(=O)(=O)c1c(C)noc1C | -11.3 | 23.7 | 0.0
CC(C)(C)NC(=O)C(c1ccc(F)cc1)N(Cc1ccco1)C(=O)Cn1nnc(-c2cccs2)n1 (stereo not drawn) | -15.6 | 15.2 | -1.2
CCCc1cc(=O)[nH]c(SC/C=C/c2ccccc2)n1 | -27.5 | 8.7 | -0.5
C=CCNc1nc(Nc2ccc(OC)cc2OC)nc(OCC)n1 | -25.0 | 17.4 | 1.1
CC(=O)COc1ccc2c(c1C)O/C(=C\c1ccco1)C2=O | -10.4 | 30.1 | 1.1
Cc1nc(=O)c(-c2ccccc2)c(C)n1Cc1ccccc1 | -5.0 | 22.1 | -0.8
CC(=O)Oc1c(Cl)c(N2CCOCC2)c(OC(C)=O)c2ccccc12 | -20.0 | 21.1 | -0.6
COc1ccc(C)cc1NC(=O)CSc1ccc(Cl)cc1 | -13.7 | 3.2 | -1.1
O=C1CN(C(=O)COc2ccc(Br)cc2Br)c2ccccc2N1 | -20.7 | 5.7 | -0.9
CC(C)CNC(=O)c1ccc2c(c1)C(=O)N(C1CCCCC1)C2=O | -25.3 | 6.2 | 2.0
O=C(Cc1ccc(F)cc1)Nc1ccc(Cl)cn1 | 5.9 | 4.5 | 0.3

Next structures:
structure | OX1R antag-1 | OX1R antag-2 | STK33 inh
Cc1ccc(OC(=O)CCS(=O)(=O)c2ccc(C)cc2)cc1 | -18.0 | 7.5 | -1.6
CCc1ccccc1NC(=O)CN(c1ccc(OC)cc1OC)S(=O)(=O)c1ccccc1[N+](=O)[O-] | 8.8 | 33.4 | -0.9
O=C(CCNC(=O)c1ccccc1)Nc1ccc(F)c(Cl)c1 | 5.1 | 27.0 | -0.2
N#Cc1ccc(OCC(=O)Nc2nc(-c3ccncc3)cs2)cc1 | 4.5 | 0.2 | -1.5
COc1ccc(-c2[nH]ncc2CN(C)Cc2cnccn2)c(OC)c1 | -8.5 | 20.8 | -1.4
O=C1CCC(C(=O)N(c2ccccc2)C2(C(=O)NC3CCCCC3)CCCCC2)N1 (stereo not drawn) | -17.9 | 12.9 | -0.9
COC(=O)C1=CN(Cc2ccccc2)C=C(C(=O)OC)C1c1ccc(O)c(OC)c1 | -19.6 | 5.0 | -0.1
CN(C)C(CN=C1NS(=O)(=O)c2ccccc21)c1ccco1 (stereo not drawn) | -26.7 | 14.1 | -1.5
CCCN1C2CCCC1CC(NC(=O)c1cccc(OC)c1)C2 (stereo not drawn) | -22.9 | 5.4 | x
CC1CCCCC1NC(=O)CSc1nncn1N (stereo not drawn) | -6.5 | 15.2 | 0.0
Cc1cc(C)c(NC(=O)CS)c(Cl)c1 | -13.4 | -3.9 | -3.2
Cc1oc(-c2cccs2)nc1CS(=O)CC(=O)NCCCOC(C)C (stereo not drawn) | -14.4 | 6.4 | -0.9

Sorted by heavy-atom count (largest number first): part of the list above.
structure | OX1R antag-1 | OX1R antag-2 | STK33 inh
CCc1ccccc1NC(=O)CN(c1ccc(OC)cc1OC)S(=O)(=O)c1ccccc1[N+](=O)[O-] | 8.8 | 33.4 | -0.9
N#Cc1ccc(OCC(=O)Nc2nc(-c3ccncc3)cs2)cc1 | 4.5 | 0.2 | -1.5
O=C(CCNC(=O)c1ccccc1)Nc1ccc(F)c(Cl)c1 | 5.1 | 27.0 | -0.2

Going on with the list:
structure | OX1R antag-1 | OX1R antag-2 | STK33 inh
COc1ccc(Cc2nnc(SCC(=O)NCC3CCCO3)o2)cc1 (stereo not drawn) | -15.7 | 1.0 | -1.1
COc1ccccc1OCC(=O)Nc1cccc(C(=O)N2CCOCC2)c1 | -6.4 | 4.9 | -0.1
N#Cc1ccccc1NC(=O)COC(=O)c1cccs1 | -6.9 | -0.1 | 0.1
CCOc1ccc(-n2nnnc2SCC(=O)c2ccccc2)cc1 | -2.7 | 27.2 | 0.8
O=S1(=O)[C@H]2C[C@@H]3C=C[C@@]2(CN1Cc1cccc(C(F)(F)F)c1)O3 | -0.6 | 23.2 | 1.1
